CDK5 inh = inhibitors of human CDK5/p35 kinase, primary screen, biochemical, single concentration; 330,000 compounds, 0.01% hits; AID 488839, 2010; Recombinant CDK5/p35, ADP-Glo luminescence, 60 min; inhibition, % at 10 µM;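 active means highest replicate inhibition of at least 50% and at least 75% of replicates reaching 50%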;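 further: plate controls were DMSO neutral control for no effect and GW8510 at 10 µM for full effect; many of its hits are not listed in these tables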
Target sequence (Q00535 whole entry, looked up): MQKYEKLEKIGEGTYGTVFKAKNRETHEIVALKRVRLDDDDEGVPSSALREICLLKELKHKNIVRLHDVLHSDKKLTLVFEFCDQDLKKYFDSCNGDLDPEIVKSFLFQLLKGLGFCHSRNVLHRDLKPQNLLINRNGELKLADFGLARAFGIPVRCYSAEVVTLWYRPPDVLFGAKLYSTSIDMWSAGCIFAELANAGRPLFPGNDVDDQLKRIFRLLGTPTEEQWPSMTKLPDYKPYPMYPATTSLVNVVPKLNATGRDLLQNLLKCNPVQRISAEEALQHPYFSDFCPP
Target sequence (Q15078 whole entry, looked up): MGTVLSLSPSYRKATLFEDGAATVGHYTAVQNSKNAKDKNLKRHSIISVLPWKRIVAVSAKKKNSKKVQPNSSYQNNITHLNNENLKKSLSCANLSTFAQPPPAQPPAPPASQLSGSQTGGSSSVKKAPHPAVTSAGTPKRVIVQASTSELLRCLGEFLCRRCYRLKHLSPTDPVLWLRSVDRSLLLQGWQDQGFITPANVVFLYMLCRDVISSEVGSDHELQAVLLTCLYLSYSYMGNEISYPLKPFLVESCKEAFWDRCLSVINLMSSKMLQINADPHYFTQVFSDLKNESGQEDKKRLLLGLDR
Keap1-Nrf2 PPI = Keap1-Nrf2 protein-protein interaction inhibitors, primary screen, biochemical, fluorescence polarization, single point; Kelch-like ECH-associated protein 1 (Homo sapiens), Q14145; Keap1 Kelch-Nrf2 peptide fluorescence polarization, 1536-well; inhibition, % at 9.4 µM; 340,000 compounds, 0.15% hits; AID 504523, 2011; in the data active means inhibition above about 12%;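 further: human Keap1 Kelch domain with fluorescein labeled Nrf2 9mer peptide probe; 0% = neutral control wells and 100% = peptide positive control; higher means more block of Keap1 binding to Nrf2 peptide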
LANA DNA inh = inhibitors of KSHV C-LANA binding to DNA, primary screen, biochemical, fluorescence polarization, FAM-LBS DNA, MBP-C-LANA, single point; AID 504423, 2011; 340,000 compounds, 0.078% hits; Kaposi's sarcoma herpesvirus LANA C-terminal domain (residues 932-1162) DNA binding; inhibition, % at 9 µM;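 active means highest replicate inhibition at or above 60% at 9 µM, even if other replicates fall short; inactive means all replicates below 60% inhibition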;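 further: 0% = neutral control wells and 100% = 4 µM acridine orange control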
PvdQ inh = P. aeruginosa PvdQ acylase inhibitors, primary screen, biochemical, fluorescence, plate reader and imaging, single point | 340,000 compounds, 0.063% hits | AID 488965, 2010 | PvdQ acylase [Pseudomonas aeruginosa LESB58] | inhibition, % at 10 µM | purified PvdQ acylase; in the data active means inhibition above about 30%, passing the limit was not always enough;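 further: 0% = vehicle neutral wells and 100% = reference inhibitor wells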
SUMO Mot1 rescue = yeast Mot1-301 growth rescue at high temperature, primary screen, SUMOylation pathway inhibitor project, S. cerevisiae, ATP luminescence, 38.5C | 320,000 compounds, 1% hits | growth rescue, % at 18.8 µM | S. cerevisiae Mot1-301 growth rescue; percent above DMSO median, 100 means doubled;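 active means every valid replicate shows activation above 250% relative to neutral control wells; inactive means the rest, any valid replicate at or below 250%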;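 further: OY570 slx delta 5 strain wells were the positive control but not used for scaling; some compounds called inactive have numbers as strong as hits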
PfHsp90 yeast 2 = growth inhibition of PfHsp90-expressing yeast, primary screen, antimalarial PfHsp90 inhibitor project, S. cerevisiae, BacTiter-Glo luminescence, single point, set 2; BacTiter-Glo ATP, 48 h; yeast lacking PDR1 and PDR3 efflux regulators; inhibition, % at 9.4 µM; 310,000 compounds, 0.32% hits; AID 504621, 2011;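 active means every replicate shows inhibition above about 80%, whatever the replicate mean, limit read from the data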;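 further: 0% = DMSO neutral controls and 100% = 20 µM radicicol positive controls; yeast relying on Plasmodium falciparum Hsp90 in place of its own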
dFosB activator = activators of delta FosB homodimer, primary screen, biochemical, fluorescence polarization, TAMRA-CDK5 oligo, single point | Protein FosB (Mus musculus), P13346 | purified delta FosB; percent of positive-control signal above neutral wells | activation, % at 25 µM | 340,000 compounds, 0.99% hits | AID 493131, 2011;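 active means mean activation above about 17%, with every replicate also reaching it, limit read from the data, passing the limit was not always enough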;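 further: fluorescence polarization rise as delta FosB binds a TAMRA Cdk5 AP-1 oligo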
Target sequence (P13346 whole entry, looked up): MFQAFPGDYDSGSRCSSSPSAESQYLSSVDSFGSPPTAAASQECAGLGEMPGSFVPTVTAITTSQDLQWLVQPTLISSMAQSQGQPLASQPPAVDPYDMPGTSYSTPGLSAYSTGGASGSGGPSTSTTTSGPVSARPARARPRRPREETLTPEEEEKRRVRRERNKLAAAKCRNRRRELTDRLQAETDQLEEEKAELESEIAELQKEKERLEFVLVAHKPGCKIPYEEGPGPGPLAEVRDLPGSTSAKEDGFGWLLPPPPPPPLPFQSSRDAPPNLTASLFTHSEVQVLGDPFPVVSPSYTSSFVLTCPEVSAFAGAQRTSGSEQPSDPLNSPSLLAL
cardiac RTF act = cardiac RTF calcium sensitivity activators, primary screen, biochemical, IANBD-TnC fluorescence, EC20 calcium. Troponin I, cardiac muscle (Homo sapiens) + Troponin T, cardiac muscle (Homo sapiens) + …. IANBD-labeled TnC RTF fluorescence at EC20 calcium; 0% EC20 calcium, 100% full calcium. activation, % at 7.2 µM. 340,000 compounds, 0.24% hits;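 active means activation above the mean over all tested compounds plus 3 SD, cut at about 30% in these data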;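 further: rise in fluorescence read as greater calcium sensitivity of cardiac thin filaments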
Rtt109 HAT inh = inhibitors of C. albicans Rtt109/Vps75 HAT, primary screen, biochemical, ThioGlo CoA-SH fluorescence, plate reader; Histone acetyltransferase RTT109 (Candida albicans (strain SC5314 / ATCC MYA-2876)), …; purified Rtt109/Vps75, 4 h; inhibition, % at 34.9 µM; 330,000 compounds, 0.16% hits; AID 540336, 2011;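 active means inhibition of at least 50% in every replicate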
RTF Ca sens inh = cardiac RTF calcium sensitivity inhibitors, primary screen, biochemical, IANBD-TnC fluorescence, EC70 calcium | Troponin I, cardiac muscle (Homo sapiens) + Troponin T, cardiac muscle (Homo sapiens) + … | IANBD-labeled cardiac RTF, Ca2+ fluorescence | inhibition, % at 7.15 µM | 340,000 compounds, 0.12% hits | AID 493244, 2011;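 active means inhibition above the mean inhibition of all tested compounds plus 3 SD, cut at about 17% in these data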;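 further: assay run at fixed EC70 calcium of 1.6 mM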
NSD2 HMT inh = NSD2 histone methyltransferase inhibitors, primary screen, biochemical, AlphaScreen, single concentration, set 2 | AID 743445, 2014 | Histone-lysine N-methyltransferase NSD2 (Homo sapiens), O96028 | 310,000 compounds, 0.54% hits | inhibition, % at 12.5 µM | NSD2 peptide methylation, 120 min; in the data active means inhibition above about 50%
Starred values were filed as active, the others as inactive. The order is random; 3.2% or so of the library scored in one or more.

Screening CN(C)CCn1nnc2c(=O)oc3ccccc3c21 returned CDK5 inh 0.4, Keap1-Nrf2 PPI 1, LANA DNA inh 0.5, PvdQ inh 0, SUMO Mot1 rescue -1, PfHsp90 yeast 2 12, dFosB activator -4, cardiac RTF act -4, Rtt109 HAT inh 14, RTF Ca sens inh 2 and NSD2 HMT inh 3.
`Cc1cccc(OCC(=O)Nc2nonc2NC(=O)COc2cccc(C)c2)c1` gave CDK5 inh 0.4, Keap1-Nrf2 PPI 8, LANA DNA inh -0.3, PvdQ inh 6, SUMO Mot1 rescue inactive, PfHsp90 yeast 2 -66, dFosB activator 10, cardiac RTF act -2, Rtt109 HAT inh 9, RTF Ca sens inh 2 and NSD2 HMT inh -3.
`O=C(COC(=O)c1cc(Cl)cc(Cl)c1)NCCN1C(=O)CSC1=O` gave CDK5 inh -0.7, Keap1-Nrf2 PPI -4, LANA DNA inh 0.9, PvdQ inh -9, SUMO Mot1 rescue 32, PfHsp90 yeast 2 -15, dFosB activator 1, cardiac RTF act 6, Rtt109 HAT inh -5, RTF Ca sens inh 3 and NSD2 HMT inh -2.
`Cc1nc2ccccc2nc1OCc1ccc([N+](=O)[O-])cc1` gave CDK5 inh 0.7, Keap1-Nrf2 PPI -3, LANA DNA inh 0.5, PvdQ inh -6, SUMO Mot1 rescue 5, PfHsp90 yeast 2 12, dFosB activator -7, cardiac RTF act 5, Rtt109 HAT inh 3, RTF Ca sens inh -15 and NSD2 HMT inh -1.
For COc1cccc(NC(=O)NC(=O)c2c(C)cc(Cl)nc2Cl)c1 the results were CDK5 inh -7.4, Keap1-Nrf2 PPI 2, LANA DNA inh 0.6, PvdQ inh -19, SUMO Mot1 rescue -3, PfHsp90 yeast 2 15, dFosB activator -12, cardiac RTF act -1, Rtt109 HAT inh 2, RTF Ca sens inh -9 and NSD2 HMT inh 4.
CC(=O)n1nc(-c2ccccc2)nc1NCc1cccs1 was read as CDK5 inh 0.0, Keap1-Nrf2 PPI -9, LANA DNA inh -5.1, PvdQ inh -15, SUMO Mot1 rescue -2, PfHsp90 yeast 2 -50, dFosB activator -7, cardiac RTF act -1, Rtt109 HAT inh -5, RTF Ca sens inh -3 and NSD2 HMT inh -5.
For COc1ccc(N2CCN(C(=O)COC(=O)c3ccc(Cl)nc3)CC2)cc1 the results were CDK5 inh 0.7, Keap1-Nrf2 PPI -4, LANA DNA inh 4.0, PvdQ inh -6, SUMO Mot1 rescue 8, PfHsp90 yeast 2 9, dFosB activator -7, cardiac RTF act 6, Rtt109 HAT inh -1, RTF Ca sens inh -6 and NSD2 HMT inh -2.
Screening Cc1cc(OCC(=O)OCC(=O)NCc2cccs2)ccc1Cl returned CDK5 inh 1.4, Keap1-Nrf2 PPI -2, LANA DNA inh -1.4, PvdQ inh -8, dFosB activator 4, cardiac RTF act -6, Rtt109 HAT inh -3, RTF Ca sens inh 6 and NSD2 HMT inh 1.
Clc1ccc(OCCCCCN2CCCC2)c(Br)c1 was read as CDK5 inh -1.3, Keap1-Nrf2 PPI -1, LANA DNA inh 0.7, PvdQ inh -14, SUMO Mot1 rescue 191, PfHsp90 yeast 2 6, dFosB activator -2, cardiac RTF act 3, RTF Ca sens inh -24 and NSD2 HMT inh 15.
Screening C=CCN1C(=O)N(c2ccc(F)cc2)C(=O)C1CC(=O)Nc1ccc(Cl)cc1 (centres undefined) returned CDK5 inh -0.1, Keap1-Nrf2 PPI -5, LANA DNA inh -1.0, PvdQ inh -17, SUMO Mot1 rescue 34, PfHsp90 yeast 2 -7, dFosB activator -1, cardiac RTF act -2, Rtt109 HAT inh -1, RTF Ca sens inh 4 and NSD2 HMT inh -11.
Screening COCc1cc(=O)[nH]c(SCCS(=O)(=O)c2ccc(Cl)cc2Cl)n1 returned CDK5 inh -1.7, Keap1-Nrf2 PPI -3, LANA DNA inh -0.8, PvdQ inh -3, SUMO Mot1 rescue 201, PfHsp90 yeast 2 -17, dFosB activator -4, cardiac RTF act 3, Rtt109 HAT inh -9, RTF Ca sens inh -1 and NSD2 HMT inh 1.
Screening O=C(N/N=C\c1ccc(OC(=O)c2cccs2)cc1)c1ccc(Cl)cc1 returned CDK5 inh 0.2, Keap1-Nrf2 PPI -3, LANA DNA inh -0.7, PvdQ inh 6, SUMO Mot1 rescue 7, PfHsp90 yeast 2 7, dFosB activator 0, cardiac RTF act -1, Rtt109 HAT inh -5, RTF Ca sens inh 3 and NSD2 HMT inh -3.
`COc1ccc(CNC(=O)/C=C/c2ccc(S(=O)(=O)N3CCOCC3)cc2)cc1` gave CDK5 inh -0.6, Keap1-Nrf2 PPI -2, LANA DNA inh 0.3, PvdQ inh 5, SUMO Mot1 rescue 65, PfHsp90 yeast 2 -2, dFosB activator -4, cardiac RTF act -4, Rtt109 HAT inh 4, RTF Ca sens inh 1 and NSD2 HMT inh 2.
CCOc1ccccc1N1CCN(C(=O)CCCN2C(=O)c3cccc4cccc(c34)C2=O)CC1 was read as CDK5 inh -0.3, Keap1-Nrf2 PPI -4, LANA DNA inh 0.3, PvdQ inh -13, SUMO Mot1 rescue -6, PfHsp90 yeast 2 -1, dFosB activator -3, cardiac RTF act 3, Rtt109 HAT inh -12, RTF Ca sens inh -3 and NSD2 HMT inh 1.
`CN1CCN(CC(=O)N2CCn3c4c(c5cc(C6CCCCC6)ccc53)CCCC42)CC1` (centres undefined) gave CDK5 inh 1.4, Keap1-Nrf2 PPI 0, LANA DNA inh 1.9, PvdQ inh -16, SUMO Mot1 rescue 500*, PfHsp90 yeast 2 16, dFosB activator -11, cardiac RTF act -1, Rtt109 HAT inh -4 and RTF Ca sens inh 2.
Screening COc1ccc(NC(=O)CSc2ccc(-c3sc(C)nc3C)nn2)cc1 returned CDK5 inh -0.1, Keap1-Nrf2 PPI -2, LANA DNA inh 2.3, PvdQ inh -5, SUMO Mot1 rescue 272, PfHsp90 yeast 2 2, dFosB activator 0, cardiac RTF act -1, Rtt109 HAT inh -1, RTF Ca sens inh 4 and NSD2 HMT inh 4.
CCOC1(OCC)N=C(N)C2(C#N)C(c3cccc(OC)c3OC)C12C#N (centres undefined) was read as CDK5 inh 0.4, Keap1-Nrf2 PPI -4, LANA DNA inh 2.1, PvdQ inh -17, SUMO Mot1 rescue -28, PfHsp90 yeast 2 -26, dFosB activator 3, cardiac RTF act -1, Rtt109 HAT inh -8, RTF Ca sens inh -8 and NSD2 HMT inh 0.
Cc1cccc(-n2ncc3c(NC(C)C)ncnc32)c1 was read as CDK5 inh 0.1, Keap1-Nrf2 PPI 2, LANA DNA inh 1.0, PvdQ inh -2, SUMO Mot1 rescue -9, PfHsp90 yeast 2 21, dFosB activator -6, cardiac RTF act 6, Rtt109 HAT inh 9 and RTF Ca sens inh -3.
`Cc1ccc2c(Cl)cc(Cl)c(OCC(=O)N3CCOCC3)c2n1` gave CDK5 inh -1.8, Keap1-Nrf2 PPI 2, LANA DNA inh 0.2, PvdQ inh -12, SUMO Mot1 rescue 114, PfHsp90 yeast 2 -1, dFosB activator -11, cardiac RTF act -4, Rtt109 HAT inh 9, RTF Ca sens inh 8 and NSD2 HMT inh -2.
Cc1cc(C(=O)NCc2nc(-c3ccccc3)no2)ccc1[N+](=O)[O-] was read as CDK5 inh 0.2, Keap1-Nrf2 PPI -4, LANA DNA inh -1.6, PvdQ inh -21, SUMO Mot1 rescue 120, PfHsp90 yeast 2 8, dFosB activator -1, cardiac RTF act 1, Rtt109 HAT inh -8, RTF Ca sens inh 4 and NSD2 HMT inh -4.
CCN(CC)S(=O)(=O)c1cccc(C(=O)NCC(=O)OCC(=O)NCc2ccccc2)c1 was read as CDK5 inh -1.0, Keap1-Nrf2 PPI 0, LANA DNA inh 0.8, PvdQ inh -16, SUMO Mot1 rescue -10, PfHsp90 yeast 2 6, dFosB activator -10, cardiac RTF act -3, Rtt109 HAT inh 1, RTF Ca sens inh -12 and NSD2 HMT inh -1.
`CCCNC(=S)NC1CC2CCCC(C1)N2CC(C)C` (centres undefined) gave CDK5 inh -2.1, Keap1-Nrf2 PPI -4, LANA DNA inh 0.9, PvdQ inh -19, SUMO Mot1 rescue -5, PfHsp90 yeast 2 -14, dFosB activator -1, cardiac RTF act 4, Rtt109 HAT inh 9, RTF Ca sens inh -5 and NSD2 HMT inh 3.
`NC(=O)c1c(N)sc2c1CCCCC2` gave CDK5 inh 2.7, Keap1-Nrf2 PPI -7, LANA DNA inh 4.4, PvdQ inh -11, SUMO Mot1 rescue -5, PfHsp90 yeast 2 5, dFosB activator -18, cardiac RTF act 30*, Rtt109 HAT inh 2 and RTF Ca sens inh -1.
`COCCC1CCCCN1C(=O)c1ccc(OC2CCN(C(C)=O)CC2)c(OC)c1` (centres undefined) gave Keap1-Nrf2 PPI 0, LANA DNA inh 0.6, PvdQ inh -6, PfHsp90 yeast 2 1, dFosB activator -1, cardiac RTF act 3, Rtt109 HAT inh 4, RTF Ca sens inh -14 and NSD2 HMT inh -6.
Screening Cc1ccc(SCCc2ccc(C)nc2)cc1 returned Keap1-Nrf2 PPI -6, LANA DNA inh 0.5, PvdQ inh -12, SUMO Mot1 rescue 12, PfHsp90 yeast 2 0, dFosB activator -1, cardiac RTF act 3, Rtt109 HAT inh 1, RTF Ca sens inh -3 and NSD2 HMT inh 23.
Screening O=C(Nn1c(-c2ccncc2)nc2ccccc2c1=O)c1ccc([N+](=O)[O-])cc1Cl returned CDK5 inh 0.4, Keap1-Nrf2 PPI -4, LANA DNA inh 0.9, PvdQ inh -4, SUMO Mot1 rescue 11, PfHsp90 yeast 2 -9, dFosB activator -1, cardiac RTF act 5, Rtt109 HAT inh 5, RTF Ca sens inh 5 and NSD2 HMT inh 2.
